# Screening data deposited in PubChem by several laboratories.
# KRASV12 cytotoxicity = viability loss of HPDE-C7K cells – cell-based, fluorescence, HTS, primary screen (AID 431); HPDE-C7K KRASV12 cells, Alamar Blue viability, 48 h; higher % means a stronger effect; 63,000 compounds, 1.7% hits; cytotoxicity, % at 10 µM; hits with a dose series show EC50 in µM;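 active = compounds whose percent cytotoxicity in the single-dose primary screen, scaled between solvent and toxic-drug controls, exceeds 50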;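 note: 0% = DMSO solvent wells and 100% = doxorubicin-treated wells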
# TNAP inhibition = human TNAP enzyme inhibitors, biochemical, luminescent (AID 518); 64,000 compounds, 0.09% hits; inhibition, % at 20 µM, or IC50 in µM where a hit was titrated; purified TNAP enzyme, luminescent substrate readout; higher % means a stronger effect; in the data active = a potency from the dose series; inactive = the rest, 99 in 100 with inhibition below about 22%;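 note: plate controls were vehicle for no effect and reference inhibitor for full effect; many of its hits are not listed in these tables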
# Bfl-1 displacement = Bfl-1 inhibitors, primary screen, biochemical, fluorescence polarization, FITC-Bid, mouse (AID 432) | 64,000 compounds, 0.02% hits | FITC-Bid BH3 peptide fluorescence polarization displacement; higher % means a stronger effect | displacement, % at 20 µM, or IC50 in µM where a hit was titrated; in the data active = a potency from the dose series; inactive = the rest, 99 in 100 with displacement below about 15%; note: strong numbers were not always called active
# HPDE-C7 viability = HPDE-C7 pancreatic duct cell viability loss – fluorescence, HTS (AID 430). cytotoxicity, % at 10 µM, or EC50 in µM where a hit was titrated. HPDE-C7 pancreatic duct cells viability, fluorescence; higher % means a stronger effect. 63,000 compounds, 1.8% hits;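 note: cells exposed to compound for 48 hours before viability readout; 0% = vehicle and 100% = reference cytotoxic drug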
# LYP phosphatase = LYP phosphatase inhibitors, primary screen, biochemical, DiFMUP fluorescence, recombinant catalytic domain, 10 µM (AID 606) | recombinant LYP catalytic domain, DiFMUP fluorescence; higher % means a stronger effect | inhibition, % at 10 µM; hits with a dose series show IC50 in µM | 52,000 tested, under 10 active;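 active = IC50 under 40 µM in the dose-response test; inactive = IC50 of 40 µM or more, or never dose-tested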
# Spn PMK inh = blocks S. pneumoniae phosphomevalonate kinase | 65,000 compounds, 0.49% hits | purified PMK, PK/LDH-coupled NADH absorbance 340 nm | inhibition, % at 10 µM;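 active = top-ranked compounds by inhibition in the single 10 µM screen, taking a fixed number of the strongest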;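 note: 0% = full reaction with DMSO carrier and 100% = background rate without enzyme reaction; no value below 0 was filed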
# HT1080 cytotoxicity = HT1080 cell viability loss – fluorescence readout (AID 620); cytotoxicity, % at 10 µM; hits with a dose series show EC50 in µM; 87,000 compounds, 0.42% hits; HT1080 viability, fluorescence; higher % means a stronger effect;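 note: cells exposed to compound overnight then 4 h with Alamar Blue; 0% = vehicle DMSO and 100% = killing control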
# DPM-DC inhibit = blocks S. pneumoniae diphosphomevalonate decarboxylase | purified DPM-DC, PK/LDH coupled NADH fluorescence | calls only at 10 µM | 65,000 compounds, 0.49% hits;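 active = the 320 compounds with the highest percent inhibition in the single-dose primary screen, excluding strongly autofluorescent ones, cut at about 32% in these data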;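 note: kinetic rate of NADH fluorescence loss reporting ADP formed by the decarboxylase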
# Spn MK inh = blocks S. pneumoniae mevalonate kinase. purified MK, PK/LDH-coupled NADH absorbance 340 nm. inhibition, % at 10 µM. 65,000 compounds, 0.48% hits. AID 555;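 active = ranked among the strongest by inhibition in the single 10 µM screen, a fixed top-ranked set picked for dose follow-up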; note: no value below 0 was filed
# Spn PMK inh pilot replicates = also measured in Spn PMK inh; calls as there; inhibition, %; measured here: pilot screen replicates
# Spn MK inh pilot replicates = further read-out of Spn MK inh, marked with its call; inhibition, %; measured here: pilot screen replicates
# DPM-DC inhibit pilot screen % = further read-out of DPM-DC inhibit, marked with its call; inhibition, %; measured here: pilot screen trials
# Starred values were filed as active, the others as inactive; i = inactive; · = no result given. Cut-off read from the data, not from the text of the source, unless noted: active = cytotoxicity above about 50%; inactive = the rest.
SMILES,KRASV12 cytotoxicity,TNAP inhibition,Bfl-1 displacement,HPDE-C7 viability,LYP phosphatase,Spn PMK inh,HT1080 cytotoxicity,DPM-DC inhibit,Spn MK inh,others
COc1ccc(NC(=O)c2ccc3c(c2)C(=O)N(Cc2cccnc2)C3=O)cc1,-2%,7%,-10%,-8%,2%,0,-3%,i,10,
CC(C)=CCC/C(C)=C/CCC(C)NCCN1CCNCC1 (stereo not drawn),22%,-4%,-9%,9%,3%,9,7%,i,9,
O=C(CCCCCC(=O)N(CCO)CCO)N(CCO)CCO,-3%,6%,-8%,-8%,·,7,3%,i,11,
O=c1c[n+]([O-])c2ccccc2n1OCc1ccccn1,-15%,14%,-4%,-11%,-1%,0,4%,i,0,Spn PMK inh pilot replicates=0.0;Spn MK inh pilot replicates=0.5;DPM-DC inhibit pilot screen %=1.5
Fc1ccc(C(c2nnnn2C2CCCC2)N2CCN(Cc3ccccc3)CC2)cc1 (stereo not drawn),5%,10%,-15%,-7%,7%,14,19%,i,8,
COc1ccc(Cl)cc1NC(=O)N1CCN(CCc2ccccc2)CC1,6%,7%,-10%,0%,7%,5,8%,i,5,
Oc1ccc(N=Cc2ccc(-c3cccs3)s2)cc1,6%,0%,-6%,8%,·,10,2%,·,7,
COc1ccc(-n2c(=O)c3c4c(sc3n3c(C)nnc23)CC(C)CC4)cc1 (stereo not drawn),4%,7%,3%,18%,-2%,8,28%,i,3,
O=C(Nc1cc(C(=O)N2CCCC2)ccc1N1CCCC1)c1ccccc1F,-12%,12%,3%,-9%,5%,5,-10%,i,4,Spn PMK inh pilot replicates=1.0;Spn MK inh pilot replicates=0.0;DPM-DC inhibit pilot screen %=2.5
O=C(O)CCc1ccc(-c2ccc(F)cc2)n1CCC(=O)O,4%,2%,9%,-4%,2%,10,-2%,i,7,Spn PMK inh pilot replicates=1.5;Spn MK inh pilot replicates=0.0;DPM-DC inhibit pilot screen %=0.0
O=C(N1CCCCCC1)N1CCN(S(=O)(=O)N2CCCCC2)CC1,7%,10%,4%,9%,-9%,1,-6%,i,6,Spn PMK inh pilot replicates=4.5;Spn MK inh pilot replicates=1.5;DPM-DC inhibit pilot screen %=0.0
Cn1ncc(C#N)c1/N=C/N1CCOCC1,-2%,3%,-1%,6%,-10%,0,2%,i,6,
Cc1cc(C(c2nnnn2Cc2ccccc2)N2CCOCC2)c(C)n1-c1ccc2c(c1)OCO2 (stereo not drawn),3%,10%,-2%,-11%,-4%,4,29%,i,7,
O=C(NCC1CCCO1)c1ccccc1-c1nc(-c2ccccc2)no1 (stereo not drawn),8%,12%,-4%,10%,·,1,14%,i,8,
CC1(C)Cc2nc3oc4c(N(CCO)Cc5ccccc5)ncnc4c3cc2CO1,2%,18%,6%,-14%,10%,4,2%,i,8,Spn PMK inh pilot replicates=0.0;Spn MK inh pilot replicates=0.0;DPM-DC inhibit pilot screen %=20
CCOC(=O)c1ccccc1NC(=O)COc1ccccc1,0%,16%,1%,-8%,-3%,0,6%,i,0,
CN1CCN(C(=O)c2ccccc2-c2nc(-c3ccc(Cl)cc3)no2)CC1,-1%,-7%,0%,-2%,4%,11,3%,i,4,
CCOc1cc(S(=O)(=O)NC2CC(C)(C)NC(C)(C)C2)ccc1F,-4%,8%,-10%,2%,-3%,1,4%,i,3,
CC1(C)CC(=O)CC(C)(C)N1OC(=O)c1ccncc1,-2%,-7%,-3%,-8%,-1%,5,2%,i,11,
CC(C)C(=O)N(Cc1cc(=O)[nH]c2ccccc12)c1ccccc1,-11%,10%,-7%,-3%,3%,8,6%,i,9,
CC(C)CN1C(=O)c2ccc(C(=O)Nc3ccncc3)cc2C1=O,-12%,6%,-1%,-2%,11%,2,3%,i,11,
C=CCOc1nc(N2CCCC2)nc(N2CCCC2)n1,-28%,6%,2%,-22%,·,19,-2%,i,0,Spn PMK inh pilot replicates=0.0;Spn MK inh pilot replicates=1.0;DPM-DC inhibit pilot screen %=0.0
COc1cccc(C(=O)CSc2nnc(-c3cccs3)o2)c1,-2%,12%,-2%,-19%,-5%,1,-9%,i,2,
COc1ccc(CCNC(=O)NC2CCCCC2)cc1OC,7%,2%,-7%,9%,3%,5,2%,i,0,
CC1(C)CC(=O)C2=C(C1)OC(N)=C(C#N)C2CCc1ccccc1 (stereo not drawn),·,·,·,·,8%,10,-1%,i,9,

# Entries shown so far that contain a cyano group:
SMILES,KRASV12 cytotoxicity,TNAP inhibition,Bfl-1 displacement,HPDE-C7 viability,LYP phosphatase,Spn PMK inh,HT1080 cytotoxicity,DPM-DC inhibit,Spn MK inh,others
Cn1ncc(C#N)c1/N=C/N1CCOCC1,-2%,3%,-1%,6%,-10%,0,2%,i,6,
CC1(C)CC(=O)C2=C(C1)OC(N)=C(C#N)C2CCc1ccccc1 (stereo not drawn),·,·,·,·,8%,10,-1%,i,9,

# Ordered by formula weight (highest first): 6 of the compounds above.
SMILES,KRASV12 cytotoxicity,TNAP inhibition,Bfl-1 displacement,HPDE-C7 viability,LYP phosphatase,Spn PMK inh,HT1080 cytotoxicity,DPM-DC inhibit,Spn MK inh,others
COc1ccc(NC(=O)c2ccc3c(c2)C(=O)N(Cc2cccnc2)C3=O)cc1,-2%,7%,-10%,-8%,2%,0,-3%,i,10,
CCOc1cc(S(=O)(=O)NC2CC(C)(C)NC(C)(C)C2)ccc1F,-4%,8%,-10%,2%,-3%,1,4%,i,3,
O=C(CCCCCC(=O)N(CCO)CCO)N(CCO)CCO,-3%,6%,-8%,-8%,·,7,3%,i,11,
CC(C)CN1C(=O)c2ccc(C(=O)Nc3ccncc3)cc2C1=O,-12%,6%,-1%,-2%,11%,2,3%,i,11,
CC(C)C(=O)N(Cc1cc(=O)[nH]c2ccccc12)c1ccccc1,-11%,10%,-7%,-3%,3%,8,6%,i,9,
CCOC(=O)c1ccccc1NC(=O)COc1ccccc1,0%,16%,1%,-8%,-3%,0,6%,i,0,

# The main list resumes; the two compounds before the break are reprinted first.
SMILES,KRASV12 cytotoxicity,TNAP inhibition,Bfl-1 displacement,HPDE-C7 viability,LYP phosphatase,Spn PMK inh,HT1080 cytotoxicity,DPM-DC inhibit,Spn MK inh,others
COc1ccc(CCNC(=O)NC2CCCCC2)cc1OC,7%,2%,-7%,9%,3%,5,2%,i,0,
CC1(C)CC(=O)C2=C(C1)OC(N)=C(C#N)C2CCc1ccccc1 (stereo not drawn),·,·,·,·,8%,10,-1%,i,9,
CCOC(=O)C1=C(Nc2cccc(Cl)c2)OCC1=O,-14%,8%,3%,-7%,·,0,-1%,i,0,
CC(=O)c1c(C)[nH]c(C(=O)OCC(=O)NCCc2ccc(F)cc2)c1C,-12%,5%,2%,4%,6%,6,11%,i,0,
COc1ccccc1-c1nnc2sc(COc3ccccc3)nn12,0%,17%,-4%,0%,-7%,9,21%,i,0,
CCCn1c2c(c(O)c(C(=O)Nc3ccccn3)c1=O)CCCC2,-1%,13%,-4%,4%,11%,9,-7%,i,13,
CCn1c(SCC(=O)O)nnc1-c1ccccc1,10%,7%,-6%,-1%,17%,10,9%,i,0,
CC(C)CCOc1cccc(OCC(=O)NC2CCS(=O)(=O)C2)c1 (stereo not drawn),-7%,-2%,-2%,3%,15%,15,2%,i,4,
CC(C)Cc1cc(C(=O)Nc2cc(Br)ccc2O)no1,13%,24%,-2%,20%,-2%,0,-2%,i,5,
O=C(Nc1ccc2c(c1)oc1ccccc12)c1ccc2c(c1)OCO2,7%,8%,-1%,4%,-5%,9,-1%,i,11,
CCN(CC)S(=O)(=O)c1ccc2c(c1)c(=O)c(C(=O)N1CCc3ccccc3C1)cn2C,4%,4%,-4%,2%,·,8,6%,i,5,
O=C(Nc1cccc(F)c1)C1CC(=O)N(c2ccc(Cl)cc2)C1 (stereo not drawn),16%,12%,0%,-2%,·,0,·,i,10,
Nc1nc(NCc2cccs2)nn1-c1ccccc1,·,·,·,·,11%,19,-1%,i,1,
N#CC1=C(SCC(=O)Nc2ccccc2)NC(=O)CC1c1ccc(O)cc1 (stereo not drawn),0%,10%,4%,5%,12%,2,3%,i,0,
Cc1cc(C)c(C)c(S(=O)(=O)NCc2ccco2)c1C,10%,-3%,-6%,8%,0%,0,24%,i,11,
COc1cc(NC(=O)c2ccc3c(c2)OCO3)ccc1NC(=O)C(C)C,18%,6%,0%,-4%,14%,7,10%,i,0,
CCSc1ncnc2c(C#N)c3n(c12)CCCCC3,-17%,6%,2%,-14%,-9%,0,-26%,i,11,
CN(CC(=O)NCc1cccs1)S(=O)(=O)c1cccc2nsnc12,-10%,3%,-1%,-15%,-6%,16,-2%,i,4,
Nc1c(C(=O)NCc2ccccc2)nnn1Cc1cccc(Cl)c1,1%,14%,-1%,29%,5%,0,-3%,i,4,
CCOC(=O)C(Oc1ccc(=O)n(-c2ccccc2)n1)C(C)=O (stereo not drawn),8%,6%,-11%,4%,·,7,-4%,i,25,
Cc1ccc(Nc2nc(C(=O)NCc3ccco3)cs2)cc1,0%,1%,-6%,-2%,·,7,8%,i,0,
C=C1CSc2nc(=O)c3c4c(sc3n21)CCC4,25%,7%,-2%,28%,·,0,22%,i,0,
CCCCC1CCC(c2nc(-c3cccnc3)no2)CC1 (stereo not drawn),-14%,7%,5%,-10%,·,19,-9%,i,4,
CCN(CC)Cc1c(O)ccc2c(C)c(CC(=O)OC)c(=O)oc12,-13%,8%,-8%,-14%,6%,5,4%,·,6,
COc1ccc(Cl)cc1S(=O)(=O)N1CCN(Cc2ccc3c(c2)OCO3)CC1,-7%,10%,-4%,-6%,5%,5,5%,i,12,
CC(C)CC(NC(=O)OC(C)(C)C)C(=O)NC(C(=O)NC(C)C(N)=O)C(C)C (stereo not drawn),-13%,4%,10%,-19%,-5%,6,-4%,i,9,Spn PMK inh pilot replicates=0.0;Spn MK inh pilot replicates=0.0;DPM-DC inhibit pilot screen %=1.5
Cn1c(SCc2nnc3n2CCCCC3)nc2ccccc21,9%,11%,-4%,4%,1%,8,6%,i,0,Spn PMK inh pilot replicates=3.0;Spn MK inh pilot replicates=0.0;DPM-DC inhibit pilot screen %=0.0
CCN(CC)C(=O)c1sc(N)c(C#N)c1C,-2%,10%,2%,-9%,4%,0,3%,i,4,
CC1CCN(C(=O)c2ccc(NS(C)(=O)=O)cc2)CC1,-29%,-3%,-4%,-21%,·,4,3%,i,3,
CCOC(=O)c1nnn(-c2nonc2N)c1CN1CCc2ccccc2C1,-17%,10%,-2%,-21%,·,16,0%,i,0,Spn PMK inh pilot replicates=0.0;Spn MK inh pilot replicates=1.0;DPM-DC inhibit pilot screen %=0.0
Cc1cc(C(=O)Nc2cccnc2)cs1,30%,4%,-7%,18%,·,8,8%,i,7,
